Bioassay records as filed in PubChem.
B2AR arrestin: agonists driving beta-arrestin recruitment to human beta2-adrenergic receptor; P07550; beta-arrestin recruitment to beta2AR, cell-based reporter; Potency, µM (series often up to 46.1 µM), for the others: at the top dose activation, usual class: activators; hit rate 0.02% among 330,000; AID 492947;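 note: potency is the fitted concentration of half-maximal effect; 0% = DMSO controls and full agonism = EC100 isoproterenol or metaproterenol; nearly all actives have a fitted effect of over 65% in size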
Target sequence (P07550 whole entry, looked up): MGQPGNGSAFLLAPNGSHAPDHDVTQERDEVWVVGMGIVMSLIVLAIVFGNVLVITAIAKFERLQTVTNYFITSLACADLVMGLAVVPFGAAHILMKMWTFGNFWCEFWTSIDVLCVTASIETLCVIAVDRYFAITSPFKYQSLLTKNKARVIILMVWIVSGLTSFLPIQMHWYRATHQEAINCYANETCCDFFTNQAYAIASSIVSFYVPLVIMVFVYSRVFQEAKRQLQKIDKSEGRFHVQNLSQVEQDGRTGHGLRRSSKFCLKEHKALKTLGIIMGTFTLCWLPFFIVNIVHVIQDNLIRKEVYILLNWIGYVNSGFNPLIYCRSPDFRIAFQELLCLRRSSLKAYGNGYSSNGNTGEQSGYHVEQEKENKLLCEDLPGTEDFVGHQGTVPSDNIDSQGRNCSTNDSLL
a7 integrin act: integrin-mediated muscular dystrophy alleviation activation. hit rate 0.064% among 350,000. Potency, µM (highest dose often 38.3 µM), inactives show top-dose activation, most hits filed as activators. AID 624291. alpha7betagal myoblasts, beta-gal FDG fluorescence, 48 h;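 note: potency is the fitted concentration of half-maximal effect; 100% = response of the positive control SU9516; nearly all actives have a fitted effect of over 60% in size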
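Alpha7betagal+/- myoblasts (passage 13) were plated 16-24 hr, then exposed to compounds (1:260 dilution of DMSO stock) for 48 hours at 37C. After MPER lysis, β-galactosidase reporter activity was read as FDG fluorescence (ex 480/em 540) after 30 minutes.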
A-T KAP1 phos: potential ataxia-telangiectasia treatments restoring KAP-1 phosphorylation; Potency, µM (titrated, usually from 57.5 µM), for inactives: top-dose activation, hits mostly activators; […] A-T fibroblasts, KAP-1 phosphorylation AlphaLISA; neocarzinostatin DNA damage 30 min before lysis; hit rate 0.19% among 320,000; note: potency is the fitted concentration of half-maximal effect; % of control where 0% means no effect; nearly all actives have a fitted effect of over 45% in size
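hTERT-immortalized A-T patient fibroblasts ([…]), 500 cells/well in OPTI-MEM, 1% FBS, got compounds for 60 min, then NCS for 30 min at 37C. Lysates were then assayed for phospho-KAP-1 by AlphaLISA (anti-pKAP1 donor, anti-KAP1 acceptor beads), 6 hr at 25C.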
ELG1 repair inh: ELG1-dependent DNA repair inhibition | HEK293T ELG1-luciferase reporter, luminescence, 16 h; DNA damage induced by 5-fluorouridine | hit rate 2.3% among 330,000 | Potency, µM (top dose mostly 46.1 µM), for the others: top-dose activity change, negative = inhibition, usual class: inhibitors; note: potency is the fitted concentration of half-maximal effect; % is set by controls: 0 for no effect and ±100 for the full control effect; nearly all actives have a fitted effect of over 55% in size
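Reporter activity after DNA damage by 5-fluorouridine is monitored. Compound-treated cells incubate 16 hr at 37 °C, then ONE-Glo is added for 30 min before luminescence reading.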
BRCA1 expr act: increases BRCA1 expression; MCF7-BRCA1-FFLuc reporter, luminescence, 48 h; response scale: scaled: vehicle 0%, 10 µM genistein 100%; Potency, µM (series often up to 46.1 µM), for inactives: at the highest dose activation, most hits filed as activators; hit rate 1.1% among 380,000; AID 624202; note: potency is the fitted concentration of half-maximal effect; nearly all actives have a fitted effect of over 80% in size; some results filed as inactive show a strong effect at the top dose
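MCF7-BRCA1-FFLuc, 2000 cells/well; 2 h attach, 37 °C/5% CO2; compound 48 h; luciferase substrate 15 min; luminescence end-point. Norm. to genistein 10 microM max activation and DMSO; concentration-response curves fitted.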
TCR activator: activators of T cell receptors | Potency, µM (titrated, usually from 9.22 µM), inactives show top-dose activation of IL-2 secretion, hits mostly activators | AID 504894 | 330,000 tested, under 10 active | primary human leukocytes, anti-CD3, IL-2 HTRF, 48 h; note: % of control where 0% means no effect
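TCR engagement came from a-CD3 beads alone, with compounds added to primary human leukocytes for 48 hr. Secreted IL-2 bridged europium cryptate- and d2-labelled anti-IL-2 antibodies, giving FRET emission at 665nm after 320nm excitation.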
CXXC DNA block: inhibitors of human MLL CXXC domain-DNA interaction; Q03164; hit rate 0.037% among 290,000; Potency, µM (series often up to 115 µM), for inactives: at the highest dose activity change, negative = inhibition, most hits filed as inhibitors; MLL-CXXC / FITC-HOXA9 DNA fluorescence polarization; active = well fitted inhibition curve with a large enough effect in the polarisation, with a control signal flat, not every such curve was filed as active; inconclusive = small, poorly fitted or top-dose-only effect, or effect the other way, or a change in a side signal; inactive = no such curve, though single readings can be large or run the other way; the % refers to the polarisation; note: potency is the fitted concentration of half-maximal effect
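Purified MLL-CXXC (added from a 7 uM solution) was preincubated 5 min at ambient with pinned compounds in 50 mM Tris-HCl pH 7.5, 50 mM NaCl, 1 mM DTT, 0.05% BSA. Fluorescein-labeled HOX-A9 DNA (50 nM solution) followed, 30 min, then polarization read.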
TSG101-PTAP inh: blocks PTAP/TSG101 interaction to inhibit HIV-1 budding; Q99816; Fluorescence polarization, FITC-PTAP peptide / Tsg101 binding; Potency, µM (titrated, usually from 115 µM), inactives show at the top dose activity change, negative = inhibition, usual class: inhibitors; 340,000 tested, under 10 active; active = well fitted inhibition curve with a large enough effect in the main read-out, with a control signal flat, not every such curve was filed as active; inconclusive = small, poorly fitted or top-dose-only effect, or effect the other way, or a change in a side signal; inactive = no such curve, though single readings can be large or run the other way; note: potency is the fitted concentration of half-maximal effect; % of control where 0% means no effect
Target sequence (Q99816 whole entry, looked up): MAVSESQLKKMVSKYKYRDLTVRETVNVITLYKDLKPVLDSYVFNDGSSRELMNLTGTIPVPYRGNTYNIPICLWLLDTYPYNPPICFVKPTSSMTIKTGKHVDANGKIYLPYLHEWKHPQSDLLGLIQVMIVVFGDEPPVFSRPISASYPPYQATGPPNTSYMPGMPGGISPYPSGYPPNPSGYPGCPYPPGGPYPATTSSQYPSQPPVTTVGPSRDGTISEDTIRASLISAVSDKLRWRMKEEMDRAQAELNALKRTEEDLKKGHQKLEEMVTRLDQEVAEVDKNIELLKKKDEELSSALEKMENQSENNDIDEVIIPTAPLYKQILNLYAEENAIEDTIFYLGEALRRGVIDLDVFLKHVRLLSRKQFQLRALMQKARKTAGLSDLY
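Steps: Tsg101 binding domain dispensed (10 uM final), compounds pinned in DMSO, FITC-labeled PTAP-motif peptide added (50 nM final); after 20 min binding at room temperature, polarization measured.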
p53 reactivation: mutant p53 re-activation in reporter cells. H1299 p53-A138V BP100-luciferase reporter, luminescence, 24 h. Potency, µM (highest dose often 92.2 µM), for inactives: top-dose activity change, positive = activation, usual class: activators. hit rate 0.063% among 320,000; note: potency is the fitted concentration of half-maximal effect; % of control where 0% means no effect; nearly all actives have a fitted effect of over 45% in size
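H1299 (p53-null), stable ts p53-A138V + BP100-Luc; 1000 cells/well, Opti-MEM/10% FBS; cpd 4 pt, 1:5; 24 h, 37 deg C, 5% CO2; detection reagent 10 min RT; luminescence.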
TRPV1 ag: agonists of human vanilloid receptor 1 (TRPV1) | Q8NER1 | activation, % at 8.33 µM | hit rate 0.19% among 320,000 | TRPV1-expressing cells, Fluo-8 calcium influx, agonist mode | AID 540275; in the data active = activation above about 80%; inconclusive = between about 30% and that limit; note: 0% is about no effect
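Cells expressing TRPV1 were dye-loaded with Fluo-8 and read kinetically: 10 s baseline, 3 min after compound (agonist portion), then 2 min after EC20 capsaicin (allosteric enhancer portion). Calcium-bound dye fluorescence at 480/520 nm.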
* hit, by the source's call; u = inconclusive; x = no result given; [ ] = remark or other dose. Unless noted, calls come from the whole dose curve; as a rule, active = well fitted curve in the direction sought with a large enough effect; inconclusive = small, poorly fitted or top-dose-only effect, or another doubt; inactive = no such curve, though single readings can be large; an effect the other way counts as inactive or inconclusive. Only part of the results is shown (hit frequency here may not be typical).

smiles	TSG101-PTAP inh	BRCA1 expr act	TRPV1 ag	TCR activator	CXXC DNA block	p53 reactivation	A-T KAP1 phos	ELG1 repair inh	B2AR arrestin	a7 integrin act
C=Cn1ccnc1P(=S)(c1ccn(C)c1)c1nccn1C=C	-1%	-17%	-3	3%	-3%	2%	11%	-1%	0.1%	-1%
Clc1ccc(N2CCNCC2)nn1	-5%	-5%	-2	0%	-7%	3%	-3%	-5%	-0.3%	6%
Cc1cccc(CCNCc2cc3cccc(C)c3[nH]c2=O)c1	-2%	-23%	7	3%	-1%	8%	6%	5%	-1.1%	-36%
Cc1[nH]c2c(C(F)(F)F)cccc2c1CCN	-1%	-57%	7	5%	3%	1%	-6%	0%	-0.5%	-11%
CC(=O)OC1(c2ccc(C)cc2)CN2CCC1c1ccccc12 (stereo unspecified)	-3%	0%	-1	6%	17%	-1%	x	-18%	0.1%	-14%
O=C(N=Nc1c(O)n(C2OC(=O)c3ccccc32)c2ccccc12)c1ccco1 (stereo unspecified)	x	x	9	x	-9%	-1%	7%	u	-0.8%	x
COc1ccc(-c2nc(CS(=O)CC(=O)N3CCC4(CC3)OCCO4)c(C)o2)cc1 (stereo unspecified)	-5%	6%[1.84 µM]	0	2%	-4%	3%	-4%	-1%	-0.1%	-35%
CN1CCCCC1c1ccc(-c2cccnc2)nc1 (stereo unspecified)	-1%	-5%	-3	-9%	-6%	5%	7%	28%	-0.4%	-4%
O=C1CC(=O)N(Cc2ccccc2)C(=O)N1Cc1ccccc1	4%	1%	x	-3%	x	x	x	x	x	11%
N#CC1=C(N)Oc2cc(O)ccc2C1c1ccc2c(c1)OCO2 (stereo unspecified)	-8%	-1%	-1	1%	17%	-4%	-6%	11%	-0.2%	-35%
CNCC(C)c1ccccc1 (stereo unspecified)	1%	4%	-1	2%	-8%	1%	2%	-13%	0.1%	-16%
CC(=NCC1CCCO1)c1c(O)n(-c2ccc(C)cc2)c(=O)[nH]c1=O (stereo unspecified)	-8%	-3%	0	-2%	1%	10%	-2%	13%	-0.2%	-10%
CN(C)/C=C(\C=[N+](C)C)c1[nH]ncc1[N+](=O)[O-]	-2%	22%	-4	-4%	5%	1%	-1%	9%	-0.1%	-28%
Cc1ccc(C)c(-n2c(C)nc3ccccc3c2=O)c1	-4%	5%	1	-1%	3%	-2%	-8%	0%	0.1%	19%
CN1CCN(C(=O)COc2ccc(-c3nc4ccccc4s3)cc2)CC1	-3%	x	12	3%	-1%	2%	-9%	u	0.6%	-1%
Cn1c(O)c(/C=N/NC(=O)c2ccncc2)c(=O)[nH]c1=S	-1%	0%	u	-3%	-10%	1%	-1%	-4%	-0.5%	31%
O=CC(Cl)P(=O)(N1CCOCC1)N1CCOCC1 (stereo unspecified)	-2%	22%	2	-1%	0%	-1%	-15%	5%	-0.2%	-32%
O=C1NC(=O)C(=Cc2coc3ccc(O)cc3c2=O)C(=O)N1	-10%	-21%	1	-4%	-8%	7%	2%	11%	-0.5%	-51%
CC(=NCCN1CCOCC1)c1c(O)n(Cc2ccccc2)c(=O)[nH]c1=O	-6%	-1%	-7	-2%	5%	4%	u	13%	-0.3%	23%
CCCCCCN=C(C)c1c(O)n(Cc2ccccc2)c(=O)[nH]c1=O	-7%	-32%	19	-3%	-5%	-4%	6%	u	-0.2%	-16%
CN1C(=O)C(=Cc2sc(=O)n(-c3ccccc3)c2N2CCCCC2)C(=O)N(C)C1=O	28%	-11%	14	-3%	u	15%	-4%	9%	-0.3%	-2%
Nc1c(C(=O)NCCc2ccccc2)c2nc3ccccc3nc2n1CCN1CCOCC1	-5%	-39%	u	-3%	15%	-14%	32%	u	-0.3%	-18%
O=C(CN1CCCCC1)c1cccc(Br)c1	0%	1%	0	u	-1%	22%	-1%	7%	0.3%	-13%
O=[N+]([O-])c1cccc(NP(=O)(Oc2ccccc2)Oc2ccccc2)c1	3%	-11%	u	-4%	-2%	-4%	1%	u	-0.8%	u
O=c1[nH]c(=O)n(Cc2ccc(F)cc2)c(O)c1C=NCC1CCCO1 (stereo unspecified)	-3%	4%	-1	-1%	-8%	5%	4%	1%	-0.2%	13%
CC12CCC3C(CCC4(O)CC(O)CCC34C=NO)C1(O)CCC2C1=COC(=O)C1 (stereo unspecified)	-1%	-96%	x	-19%	x	x	x	x	x	12%
CN1CCN(CC#CCOc2ccc(Cl)cc2)CC1	-2%	74%	-3	-4%	9%	x	-5%	u	0.4%	8%
O=C(COc1ccc2ccc(=O)oc2c1)N1CCC(C(=O)O)(c2ccccc2)CC1	-5%	31%	0	11%	0%	12%	2%	-10%	-0.1%	11%
CC(NCc1ccccc1Cl)C(O)c1ccccc1 (stereo unspecified)	-10%	51%	0	-4%	0%	3%	-3%	21%	-0.7%	27%
O=C1CC(=O)N(c2cccc(C(F)(F)F)c2)C(=O)N1	-2%	24%	-3	15%	17%	0%	9%	16%	0.1%	-35%
O=C1NC(c2cc3ccccc3nc2Cl)Nc2ccccc21 (stereo unspecified)	-3%	-13%	1	1%[46.1 µM]	2%	-3%	3%	7%	0.3%	8%
CCN(CC)CCCN=C(C)c1c(O)n(C2CCCCC2)c(=O)[nH]c1=O	x	-26%	-7	x	9%	0%	-1%	0%	0.5%	12%
Nc1nc(N)nc(-c2ccc(Oc3ccccc3)cc2)n1	-6%	42%	0	1%	-5%	1%	5%	u	-0.3%	-10%
O=C(O)C1C2c3ccccc3C(c3ccccc32)C1C(=O)Nc1ccccc1 (stereo unspecified)	-2%	8%	1	0%	-1%	-1%	4%	-1%	-1.0%	3%
CC(C)NC(=O)c1ccc(N2CC3CC(C2)c2cccc(=O)n2C3)c([N+](=O)[O-])c1 (stereo unspecified)	-4%	18%	0	-3%	14%	1%	2%	5%	0.3%	14%
COc1ccc(CN2CCCC(C(=O)c3cccc(Cl)c3)C2)cc1 (stereo unspecified)	2%	-30%	22	10%	0%	x	2%	-2%	-0.3%	-19%
CC(C)OC(=O)Nc1ccc(N=C(N)N[N+](=O)[O-])cc1	-4%	-8%	1	-9%	4%	-2%	1%	14%	-0.4%	-4%
C[C@H]1O[C@@H](OC2CC[C@]3(C=O)[C@H]4CC[C@]5(C)[C@@H](C6=CC(=O)OC6)CC[C@]5(O)[C@@H]4CC[C@]3(O)C2)CC2OC(C)(C)OC21 (stereo partly specified)	-2%	-81%	0	1%	25%	4%	-5%	u	0.2%	-13%

Molecules above that have an aryl methoxy group, in the order listed:
smiles	TSG101-PTAP inh	BRCA1 expr act	TRPV1 ag	TCR activator	CXXC DNA block	p53 reactivation	A-T KAP1 phos	ELG1 repair inh	B2AR arrestin	a7 integrin act
COc1ccc(-c2nc(CS(=O)CC(=O)N3CCC4(CC3)OCCO4)c(C)o2)cc1 (stereo unspecified)	-5%	6%[1.84 µM]	0	2%	-4%	3%	-4%	-1%	-0.1%	-35%
COc1ccc(CN2CCCC(C(=O)c3cccc(Cl)c3)C2)cc1 (stereo unspecified)	2%	-30%	22	10%	0%	x	2%	-2%	-0.3%	-19%

Complete entries from above.
CC(=NCCN1CCOCC1)c1c(O)n(Cc2ccccc2)c(=O)[nH]c1=O as listed: TSG101-PTAP inh: -6%; BRCA1 expr act: -1%; TRPV1 ag: -7; TCR activator: -2%; CXXC DNA block: 5%; p53 reactivation: 4%; A-T KAP1 phos: u; ELG1 repair inh: 13%; B2AR arrestin: -0.3%; a7 integrin act: 23%
O=C1CC(=O)N(c2cccc(C(F)(F)F)c2)C(=O)N1 as listed: TSG101-PTAP inh: -2%; BRCA1 expr act: 24%; TRPV1 ag: -3; TCR activator: 15%; CXXC DNA block: 17%; p53 reactivation: 0%; A-T KAP1 phos: 9%; ELG1 repair inh: 16%; B2AR arrestin: 0.1%; a7 integrin act: -35%
